From PubChem BioAssay
ROC1-CUL1 inh – human ROC1-CUL1 E3 ligase inhibition | inhibition, % at 10 µM | 140,000 compounds, 0.6% hits | P62877+Q13616 | AID 1347404 | in vitro K48 di-Ub FRET, acceptor:donor ratio, 45 min; in the data active = inhibition above about 25%
Target sequence (P62877 whole entry, looked up): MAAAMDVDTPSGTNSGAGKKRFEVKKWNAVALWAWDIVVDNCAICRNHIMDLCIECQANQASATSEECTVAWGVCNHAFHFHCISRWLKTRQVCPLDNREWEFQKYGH
Target sequence (Q13616 whole entry, looked up): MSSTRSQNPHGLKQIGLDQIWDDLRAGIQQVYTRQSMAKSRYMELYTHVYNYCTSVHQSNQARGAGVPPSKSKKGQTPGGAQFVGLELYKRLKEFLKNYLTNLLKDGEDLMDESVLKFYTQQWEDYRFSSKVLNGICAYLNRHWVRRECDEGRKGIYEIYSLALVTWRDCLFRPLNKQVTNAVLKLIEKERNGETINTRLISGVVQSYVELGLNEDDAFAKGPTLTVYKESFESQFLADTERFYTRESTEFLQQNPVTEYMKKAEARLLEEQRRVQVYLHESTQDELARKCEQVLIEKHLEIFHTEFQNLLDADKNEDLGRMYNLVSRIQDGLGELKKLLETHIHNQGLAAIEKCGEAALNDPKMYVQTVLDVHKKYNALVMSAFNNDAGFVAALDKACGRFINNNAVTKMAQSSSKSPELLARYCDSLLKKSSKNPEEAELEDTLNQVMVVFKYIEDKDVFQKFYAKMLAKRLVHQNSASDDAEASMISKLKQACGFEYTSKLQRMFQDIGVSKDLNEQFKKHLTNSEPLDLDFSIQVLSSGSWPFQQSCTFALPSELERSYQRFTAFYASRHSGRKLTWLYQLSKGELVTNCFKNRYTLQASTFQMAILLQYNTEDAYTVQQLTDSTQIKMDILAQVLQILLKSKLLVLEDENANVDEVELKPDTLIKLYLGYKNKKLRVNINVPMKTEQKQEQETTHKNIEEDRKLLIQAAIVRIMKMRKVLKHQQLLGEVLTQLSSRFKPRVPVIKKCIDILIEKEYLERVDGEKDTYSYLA
Active calls of the source: *.

SMILES,ROC1-CUL1 inh
Cc1cc(C)c(C(=O)O)c(C)c1CC(C)(C)C,-1
COc1cc(Br)cc2cc(C(=O)N3CCN(Cc4ccccc4)CC3)c(=O)oc12,-11
COC(=O)CSc1nc2c(=O)n(C)c(=O)n(C)c2n1CC(=O)OC,6
O=C1NN(c2ccc(F)cc2)C(=O)/C1=C/c1ccccc1,5
O=C(c1ccc2ccccc2c1)c1conc1C(=O)c1ccc(Br)cc1,2
CCOC(=O)c1ccc(-n2c(CCC(=O)O)ccc2-c2ccccc2)cc1O,9
CCOC(=O)C#CCN1C(=O)c2ccccc2C1=O,40*
CC1(C(=O)NC2CCCCC2)Cc2ccccc2C(=O)N1Cc1ccc(Cl)cc1 (stereo not given),6
Cc1ccc(S(=O)(=O)N=S2N(c3ccccc3)C(=Nc3ccccc3)C(=Nc3ccccc3)N2c2ccccc2)cc1 (stereo not given),-9
Cc1ccc(CS(=O)(=O)Nc2c(C)n(C)n(-c3ccccc3)c2=O)cc1,5
CC(=O)OC(C(=O)Nn1nnnc1N)c1ccccc1 (stereo not given),-10
CCC(CC)C(=O)Nc1ccccc1O,9
CCOC(=O)C1(C#N)C(c2ccc(Cl)cc2Cl)CC(O)(c2ccc(Br)cc2)C(C(=O)c2ccc(Br)cc2)C1c1ccc(Cl)cc1 (stereo not given),-2
CCOC(=O)c1cc(-c2ccccc2)n(CCCC(=O)Nc2cccc(Cl)c2C)c1C,-3
C=CCn1nnc(NC(=O)c2ccccc2Br)n1,-3
CCC(C)(C)C1CCc2c(sc(NC(=O)c3nn(C45CC6CC(CC(C6)C4)C5)cc3Br)c2C(N)=O)C1 (stereo not given),-4
CCn1c(COc2ccc(C)cc2)nnc1SCC(=O)Nc1cccc(C(F)(F)F)c1,-1
C=CCNc1nc(C2(C)CC3(CC(COCCCCC)OC3=O)C(=O)O2)cs1 (stereo not given),-2
Cc1c(CC(=O)NC2CCC(O)CC2)c2c(n1CC(C)C)CC(C)(C)CC2=O (stereo not given),-5
CN(C(=O)c1cc(Cn2ccc3ccccc32)[nH]n1)C1CCOC1 (stereo not given),-10
CC1CC(C)(C(=O)O)CCC1(C)C (stereo not given),-5
N#CC1C(=N)Oc2n[nH]c(-c3ccccc3)c2C1c1ccc(F)c(F)c1 (stereo not given),7
Cc1nc(SCC(=O)c2ccc3c(c2)OCCO3)c2c3c(sc2n1)CCCC3,-2
O=C(Nc1ccc2oc(-c3ccccc3)nc2c1)C1CCCO1 (stereo not given),9
CCOC(=O)C1=C(C)N=C(C)C(C(=O)OCC)C1C(=O)OC(C)C (stereo not given),13
COc1ccc(-c2cc(=O)n3[nH]c(SC)nc3n2)cc1OC,17
Cc1ccc(N2CC(C(=O)NCc3nnnn3-c3ccc(C)c(C)c3)CC2=O)cc1C (stereo not given),-3
CCOC(=O)N1CCN(C(=O)COc2ccc(Cl)cc2C)CC1,-12
O=C(NCC1CCS(=O)(=O)CC1)c1ccc(C2CCCN2)s1 (stereo not given),1
CCCc1c(C(=O)N2CCOCC2)nnn1-c1ccc(OC)cc1,4
O=c1ccccc2c(/C=C/c3cccc(C(F)(F)F)c3)nn(-c3ccccc3)c12,-1
CCOc1ccc(/C=C2/SC(=O)N(CNc3cc(Cl)c(OC)cc3OC)C2=O)cc1OCC,-3
CCC(=O)N1CCc2cc(Br)cc(S(=O)(=O)Nc3ccc(C)cc3C)c21,6
O=C(Nc1ccccc1Cl)c1ccc(NS(=O)(=O)c2cccc3cccnc23)cc1,-5
Cc1ccc(CN2CCC(CNC(=O)Nc3ccc(C)c(C)c3)C2)cc1 (stereo not given),-1
Cc1ccc(OC(C)C(=O)Nc2ccccc2O)cc1 (stereo not given),-14
Cc1ccc(CNC(=O)c2oc3c(c2C)-c2nn(Cc4ccc(Cl)cc4)cc2CC3)cc1,-1
COc1ccccc1Oc1ncccc1CNCc1cccnc1,1
O=c1n(CN2CCOCC2)nc2n1-c1ccccc1SC2,3
CC(C)Oc1ccc(/C=N/NC(=O)CSCc2cccc(Cl)c2)cc1,-1
CCOc1ccc(NC(=O)c2oc3ccccc3c2NC(=O)c2cc(C)cc(C)c2)cc1,-10
O=C(c1noc2c1CCCCC2)N1CCN(c2cccc(C(F)(F)F)c2)CC1,-2
CCOCCOC(=O)C(C)Oc1ccc2c(=O)c(Oc3cccc(C)c3)c(C(F)(F)F)oc2c1 (stereo not given),-4
COc1ccc(-c2cc(C(F)(F)F)n3nc(C(=O)N4CCCCC4)c(Br)c3n2)cc1,-2
Cc1ccccc1NC(=O)CSc1nnc(-c2ccc(Br)cc2)n1N,-3
Cc1ccc(C)c(OC(=O)CSc2nnc(-c3cccs3)o2)c1,7
COc1ccc(C2NCCc3c2[nH]c2ccccc32)cc1COc1ccccc1C1CCCCC1 (stereo not given),7
CCOC(=O)c1nc(C(=O)OCC)n(C2CCCCC2)c1N,4
Cc1ccc(CN2CCC(CN(C)Cc3nc4ccc(F)cc4[nH]3)CC2)o1,-10
Brc1ccc(CSc2ncn(-c3ccccc3)n2)cc1,8
C=CCn1c(Sc2c(-c3ccccc3)c3ccc(Cl)cc3[nH]c2=O)nnc1-c1ccncc1,5
CC(C)(C)c1cc(Br)c(O)c(C=N[C@@H]2CCCC[C@H]2N=Cc2cc(C(C)(C)C)cc(Br)c2O)c1,-6
O=C1CCC(CCC(=O)N2CCC(C(O)Cc3ccccc3)CC2)(Cc2ccc(Cl)cc2)N1 (stereo not given),3
O=c1c2c3c(sc2nc(SCc2nc4ccccc4[nH]2)n1-c1ccc(F)cc1)CCCC3,-4
Cc1cccc(C)c1OCC(=O)Nc1ccc(Cl)c(-c2nc3ccccc3c(=O)o2)c1,2
CCCCN1Cc2c(sc3c2CCCC3)N(C(C)=O)C1,5

(further entries)
SMILES,ROC1-CUL1 inh
CCOc1ccc2ccccc2c1C(=O)NCCN1CCCCC1,1
COc1ccc(Br)cc1C(=O)Nc1nc2ccc(F)cc2s1,13
O=C(CC1=CCCCC1)N1CCC(C2CCN(Cc3cccnc3)CC2)C1 (stereo not given),1
CCc1ccc(NC(=O)Cn2c(=O)c(-c3ccccc3NC(C)=O)nc3ccccc32)cc1,3
Cc1ccc2oc(C(=O)N3CCCC(O)C3)c(C)c2c1 (stereo not given),-7
Cc1nonc1NC(=O)C12CC3CC(CC(C3)C1)C2,3
CC1Cc2cc(C(=O)C3C(=O)C(=O)N(CCN4CCOCC4)C3c3cccs3)ccc2O1 (stereo not given),3
O=C(Nc1c(C(=O)N2CCN(c3ccccc3F)CC2)oc2ccccc12)c1ccc(Br)o1,-8
N#Cc1c(NC(=O)C23CC4CC(CC(C4)C2)C3)sc2c1CCCC2,7
CCCN1C(=O)C(NC(C)=O)c2cccc(C(F)(F)F)c21 (stereo not given),11
Cc1cc(C(=O)Nc2cccc(C)c2C)no1,-7
Cc1cc(OC(C)C(=O)N(Cc2ccco2)Cc2ccccc2F)cc(C)c1Cl (stereo not given),-2
Clc1ccc(N=Cc2ccc(OCc3ccccc3)cc2)c(Cl)c1,-9
Cc1cccc(C)c1NC(=O)C1CCCN1S(=O)(=O)c1ccccc1 (stereo not given),-12
CCCOc1ccc(CNC(=O)C(C)n2nc(C)n3c(cc4occc43)c2=O)cc1 (stereo not given),4
CCn1cc(C(=O)NCCCN(CC(C)C)CC(C)C)c(=O)c2cc(S(=O)(=O)N3CCc4ccccc4C3)ccc21,-6

2 records drawn at random from those above:
SMILES,ROC1-CUL1 inh
C=CCn1c(Sc2c(-c3ccccc3)c3ccc(Cl)cc3[nH]c2=O)nnc1-c1ccncc1,5
Cc1c(CC(=O)NC2CCC(O)CC2)c2c(n1CC(C)C)CC(C)(C)CC2=O (stereo not given),-5

Additional compounds follow.
SMILES,ROC1-CUL1 inh
CCOC(=O)c1cccc(NC(=O)CC(c2ccc(F)cc2)N2Cc3ccccc3C2=O)c1 (stereo not given),0
Cc1ccc(NC(=O)c2nc(S(C)(=O)=O)ncc2N(Cc2ccco2)Cc2ccccc2F)c(C)c1,-2
O=c1c2c([nH]n1-c1nc3ccccc3[nH]1)CCCC2,-2
Cc1nn(Cc2c(Cl)cccc2Cl)c(C)c1NC(=O)Nc1cccc(Cl)c1,0
COc1ccc(C(=O)N/N=C/c2cccnc2)cc1Br,2
Cc1cc(C)nc(N=C(N)N2CCN(C)CC2)n1,12
C=CCS/C(N)=N\N=C\c1ccsc1,-3
O=C(CN1C(=O)COc2ccc(S(=O)(=O)N3CCOCC3)cc21)NCc1ccc(F)cc1,1

Single values from the list:
Value of `COc1ccc(C(=O)N/N=C/c2cccnc2)cc1Br` in ROC1-CUL1 inh: 2
Value of `Cc1nn(Cc2c(Cl)cccc2Cl)c(C)c1NC(=O)Nc1cccc(Cl)c1` in ROC1-CUL1 inh: 0

The listing continues:
SMILES,ROC1-CUL1 inh
N#Cc1ccccc1NC(=S)NC(=O)COc1ccc2ccccc2c1,-5
CCOC(=O)c1cc(-c2ccc(F)cc2)n(CCC(=O)Nc2cc(OC)cc(OC)c2)c1C,-1
CCN(c1ccc(Cl)cc1)S(=O)(=O)c1nnc(NC(=O)C(C)C)s1,1
CN(Cc1cccnc1)c1nncc(-c2cccc3ccccc23)n1,7
CCc1ccc(CNC(=O)c2ccc(-c3nc(CSc4ccc(C)cc4)c(C)o3)cc2)cc1,-5
COc1ccccc1/C=N/NC(=O)c1ccn(Cc2ccc(Cl)cc2Cl)n1,2
CCOC(=O)c1ccc(NC(=O)c2c(N3CCCC3=O)c3cc(OC)ccc3n2C)cc1,9
Cc1ccc(C)c(NC(=O)C2COc3ccccc3O2)c1 (stereo not given),5
COC(=O)C1(C)CN(C2=Nc3ccc(Cl)cc3CS2)N=C1c1ccc(Cl)cc1 (stereo not given),2
CC(C)N(Cc1nccn1C)c1ccc(-c2nc(C3CC3)no2)cn1,-1
CCOC(=O)c1cc(S(=O)(=O)N(C)c2ccccc2)[nH]n1,3
O=C1Oc2ccccc2C(=NC2CCN(Cc3ccccc3)CC2)C1[N+](=O)[O-] (stereo not given),-1
O=C(NCc1ccccc1Cl)c1ccc2c(c1)nnn2C1CCCC1,-3
O=C(/C=C/c1ccccc1)c1c(-c2ccccc2)c2ccccc2[nH]c1=O,10
c1ccc(CC2CCN(c3nnnn3-c3ccccc3)CC2)cc1,12
COc1ccc2c(c1OC)C(=O)N1c3cccc(Cl)c3C(=O)OC21 (stereo not given),-3
CCN1CCCC1CNC(=O)CCC1CCN(Cc2[nH]c3ccc(OC)cc3c2C)CC1 (stereo not given),13
Cc1ccc2c(c1)-c1c(cnc3cc(-c4ccc(Cl)cc4)nn13)CO2,-16
Cc1ccccc1-n1c(C)c(C)n2c3c(=O)[nH]c(=O)n(C)c3nc12,12
COC(=O)c1ccccc1-n1c(C)cc(/C=C2\C(=O)NC(=S)N(c3ccc(OC)cc3)C2=O)c1C,6
Cc1ccc(N2C(=O)CS(=O)(=O)C23C(=O)N(C)c2ccccc23)cc1F (stereo not given),-6
CCOc1cc(C)ccc1S(=O)(=O)N1CC(C)OC(C)C1 (stereo not given),12
Cc1ccc(Cl)cc1N(C(C)C(=O)N(C)C)S(C)(=O)=O (stereo not given),7
CCCCNS(=O)(=O)c1ccc2nc(-c3cccnc3)cc(C(=O)NCCCOC(C)C)c2c1,7
CCc1cc2c(=O)c(-c3nc4ccccc4n3C)coc2cc1OC(=O)c1ccc(OC)cc1,-7
O=S(=O)(c1ccc(Oc2ccccc2)cc1)N1CCSCC1,4
COc1ccc(C(=O)N2CCN(C(=O)COc3ccc(Br)cc3)CC2)cc1OC,-2
CCc1ccc(C(=O)c2cn(CC(=O)Nc3cc(OC)cc(OC)c3)c3ccc(CC)cc3c2=O)cc1,-1
Cc1cccc(OC(=O)c2ccncc2)c1C,-3
CCCCCCCCCN=CC1C(=O)N(c2nc3ccccc3s2)N=C1c1ccccc1 (stereo not given),-1
Brc1ccc(C2=Nn3c(nnc3-c3ccccc3)SC2)cc1,4
COc1ccc(NC(=O)CSc2nc3ccccc3nc2N2CCC(C)CC2)cc1,-8

Some of these compounds in order of number of heavy atoms, largest number first:
SMILES,ROC1-CUL1 inh
CCc1ccc(C(=O)c2cn(CC(=O)Nc3cc(OC)cc(OC)c3)c3ccc(CC)cc3c2=O)cc1,-1
COc1ccc(NC(=O)CSc2nc3ccccc3nc2N2CCC(C)CC2)cc1,-8
O=S(=O)(c1ccc(Oc2ccccc2)cc1)N1CCSCC1,4

Other results follow.
SMILES,ROC1-CUL1 inh
CC(=O)N1c2ccc(NC(=O)C(F)(F)F)cc2C(C)(c2ccccc2)CC1(C)C (stereo not given),-4
Cc1ccc(CNC(=O)c2c(C)oc3nc(C)nc(N4CCOCC4)c23)cc1,-3
CCN(Cc1ccncc1)C(=O)c1cn(Cc2ccccc2Cl)nn1,-4
COc1ccc(NC(=O)COc2ccc(S(=O)(=O)NC3CCCCC3)cc2)cc1OC,7
Cc1ccccc1C(=O)Nc1nc(-c2nnn(-c3ccc(C(C)C)cc3)c2C)ns1,2
Cc1ccc(CNC(=O)CN2C(=O)C3(SCC(=O)N3c3cc(C)cc(C)c3)c3ccccc32)cc1 (stereo not given),-4
CN1C[C@@H]2C[C@@H](c3ccccc3C(F)(F)F)N3CCC[C@@]23C1=O,6
CC1=NN(c2nc3ccc(Cl)cc3s2)C(C)(C)C1,7
CC(=O)N1CCCN(C(=O)C2(N(C)Cc3ccccc3)Cc3ccccc3C2)CC1,7
NC(=O)C1(c2cccc(F)c2)CCCC1,10
COc1ccc(CCN2C(=O)NC(=O)C3C2=NC(=O)C3(NC(=O)c2ccccc2F)C(F)(F)F)cc1OC (stereo not given),4
COc1ccc(OC)c(NC(=O)c2snnc2C)c1,-10

Printed as active in ROC1-CUL1 inh, of those listed so far:
SMILES,ROC1-CUL1 inh
CCOC(=O)C#CCN1C(=O)c2ccccc2C1=O,40*

The list is partial; the hit share may differ from the screen's.
